High-throughput results from PubChem.
S3 lipid droplet: qHTS Assay for Lipid Storage Modulators in Drosophila S3 Cells; Drosophila S3 cells, BODIPY lipid droplet fluorescence, 18-24 h; cells fed with added oleic acid; AID 2685, 2010; actives 0.64% (n = 320,000); lipid storage change, negative = inhibition, % at the top dose, mostly 46.1 µM; hits show Potency in µM; active = well fitted inhibition curve with a large enough effect in the signal ratio, with a control signal flat, not every such curve was filed as active; inconclusive = small, poorly fitted or top-dose-only effect, or effect the other way, or a change in a side signal; the % refers to the signal ratio
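Drosophila S3 cells loaded with oleic acid (400 uM, as added) and compounds at several concentrations; lipid droplets imaged by 488-nm laser-scanning cytometry, 500–530 nm intensity and object ratio to cell channel. Percent activity normalized to 20 uM Triacsin C.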
S3 lipid droplet cell count max: further read-out of S3 lipid droplet, marked with its call; cell number change, %; measured here: cell count max response;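 cells counted by Cell Tracker Red CMTPX staining in the red channel; peak over a dose series mostly up to 46.1 µM; percent activity relative to internal control wells on each plate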
* marks the source's active call; other numbers are inactive results; i = inactive; ? = inconclusive; / = no result given; [ ] = dose if it differs, or a comment. % is set by controls: 0 for no effect and ±100 for the full control effect; potency is the fitted concentration of half-maximal effect. Not all compounds are listed (hit frequency here may not be typical).

| SMILES | S3 lipid droplet cell count max | S3 lipid droplet |
| --- | --- | --- |
| C=CCS/C(=N\n1cnc2ccccc2c1=O)N(CC)CC | / | ? |
| O=C(Nc1cccnc1)Nc1ccc(F)c(Cl)c1 | / | ? |
| COc1ccc(-c2ccc(-c3nnc(-c4ccncc4)o3)cc2)cc1 | / | ? |
| Cc1nc(C)c(/C(O)=C\c2nc3ccc([N+](=O)[O-])cc3oc2=O)o1 | / | ? |
| CCOc1ccc(N2C(=O)CC(Sc3n[nH]c(-c4ccccc4)n3)C2=O)cc1 (stereo not given) | 21 | -2% |
| COC(=O)C(CC(=O)c1ccc(Br)cc1)n1ccnc1 (stereo not given) | / | ? |
| CC1Oc2ccccc2OC1(O)c1ccc2ccccc2n1 (stereo not given) | -1 | 23% |
| COCc1cc(C)n(CC(=O)N/N=C/c2ccc(-c3ccc(Cl)c(C(=O)O)c3)o2)c(=O)c1C#N | / | ? |
| CCCNC(=S)NC1CC2CCCC(C1)N2Cc1ccc(F)cc1 (stereo not given) | 0 | 2% |
| CC(C)c1ccc(NC(=O)CN(Cc2ccccc2)S(C)(=O)=O)cc1 | / | ? |
| Cc1cccc(C(C(=O)NC2CCCC2)N(C(=O)c2csnn2)C2CC2)c1 (stereo not given) | / | ? |
| COc1ccc(S(=O)(=O)N2CCN(CC(=O)Nc3cc(Cl)ccc3Cl)CC2)cc1 | / | ? |
| CC(C)CNC(=O)CC(=O)NN=C1CCCC1 | -7 | -6% |
| O=C(c1cc(S(=O)(=O)N2CCOCC2)c(Cl)cc1Cl)N1CCCC1 | -1 | -6%[0.0737 µM] |
| COc1ccccc1CNC(=O)CCn1c(=O)[nH]c2ccsc2c1=O | -13 | 1% |
| COc1ccccc1CCNC(=O)C(=O)NCC1CCCN1S(=O)(=O)c1ccccc1 (stereo not given) | / | ? |
| Cc1ccccc1S(=O)(=O)Cc1ccc(C(=O)NCc2ccc(F)cc2)o1 | / | ? |
| Cc1ccc(OCC(=O)Oc2ccc(C)c(C)c2)cc1 | 17 | i |
| C1CCc2c(nc3nnnn3c2NCC2CC2)C1 | / | 5% |
| COc1ccc(Cc2nnc(SCC(=O)Nc3ncc(C)s3)o2)cc1 | / | i |
| Cn1cc(CN2CCC(n3nccc3NC(=O)c3ccccc3Cl)CC2)cn1 | / | ? |
| O=C(NC1CCCC1)C(c1ccccc1)N(C(=O)c1csnn1)C1CCCC1 (stereo not given) | / | ? |
| Cn1nccc1C(=O)NC1CCCc2c1cnn2-c1ccccc1F (stereo not given) | / | ? |
| Cc1ccc(SCC(=O)NCc2ccccc2)cc1 | / | ? |
| O=C1NC[C@H](c2ccccc2)N(CCc2cccc(F)c2)C1=O | -3 | -11% |
| COc1ccc(C2C(C#N)C(C#N)N3CCCN23)cc1 (stereo not given) | -8 | 12% |
| OC1CCCCC1Sc1nc2ccccc2s1 (stereo not given) | 3 | 12% |
| [N-]=[N+]=NC[C@H](Cc1ccccc1)N1CC[C@@H](NC(=O)OCc2ccccc2)CCC1=O | 1 | 1% |
| NC1=NC(=O)/C(=C\c2ccc(-c3ccc(Cl)cc3)o2)S1 | / | ? |
| Cc1ccc(NC(=O)CCNS(=O)(=O)c2cccc3nsnc23)cc1 | 14 | 23% |
| Cc1ccc(Oc2nnc(-c3ccccc3)cc2C#N)cc1 | 11 | 4% |
| CCN(CC(=O)Nc1cccc(S(=O)(=O)N(C)c2ccccc2)c1)Cc1ccccc1 | / | ? |
| COc1ccccc1C(=O)Nc1cccc2c1CCCC2 | / | ? |
| COc1ccc(C2Nc3ccccc3C(=O)N2Cc2ccco2)cc1COc1ccccc1F (stereo not given) | / | ? |
| Cc1ccc(N(CC(=O)N2CCOCC2)S(C)(=O)=O)cc1 | / | ? |
| COc1ccc(S(=O)(=O)Cc2ccc(C(=O)NCc3cccs3)o2)cc1 | 4 | 1% |
| O=C(Cn1cnc2ccccc2c1=O)N1CCc2ccccc2C1 | / | ? |
| CCOCCCNC(=O)C(NC(=O)CNC(=O)c1ccccc1)c1ccccc1 (stereo not given) | / | ? |
| CCC1(C)Cc2ccccc2C(=S)N1 (stereo not given) | / | ? |
| Cc1ccc(CN2C(=O)C(C)Oc3ccccc32)cc1 (stereo not given) | / | ? |
| O=C(Nc1ccccc1N1CCCC1)c1cc2ccccc2o1 | / | i |
| Cc1cc(C)c(C(=O)CSc2nnc(N)s2)cc1C | 2 | 1% |
| CCCCOC(=O)Nc1nc2ccc([N+](=O)[O-])cc2s1 | -9 | -4% |
| O=C(NCC(=O)N(c1cccnc1)C(C(=O)NCc1ccco1)c1ccccc1)c1ccco1 (stereo not given) | -11 | 11% |
| COc1ccc(-c2cc(=O)oc3c(C)c(OCC(=O)N[C@@H](Cc4ccc(O)cc4)C(=O)O)ccc23)cc1 | / | ? |
| CCNS(=O)(=O)c1ccc(NC(=O)Nc2cccc(C(F)(F)F)c2)cc1 | / | ? |
| NC(=O)COc1ccc(=O)n(-c2ccccc2)n1 | 7 | 5% |
| Cc1ccccc1C(=O)N1CCCC(CCC(=O)N2CCN(c3ccccn3)CC2)C1 (stereo not given) | / | ? |
| CCc1ccc(CNC(=O)C2CCCN(c3nn4c(=O)cc(C)nc4s3)C2)cc1 (stereo not given) | / | ? |
| CC1=[N+](CC(=O)NC(C)(C)C)CCc2ccccc21 | 0 | 0% |

(next part)
| SMILES | S3 lipid droplet cell count max | S3 lipid droplet |
| --- | --- | --- |
| CCCCN(CCCC)S(=O)(=O)c1ccc2[nH]c(=O)[nH]c2c1 | / | ? |
| COc1cccc(C(=O)N2CCN(C(=O)c3ccc(-c4ccccc4)cc3)CC2)c1OC | 1 | 6% |
| CCOc1cc(C(c2c(C)[nH][nH]c2=O)c2c(C)[nH][nH]c2=O)ccc1OCc1ccc([N+](=O)[O-])cc1 | / | ? |
| Cc1onc(-c2ccccc2)c1C(=O)Nc1nnc(COc2ccc(Cl)cc2)s1 | / | ? |
| O=C(c1cc(-c2cccs2)on1)N1CCOCC1 | / | ? |
| O=C(NC1CCCCC1)C1CCN(S(=O)(=O)c2cccc3nsnc23)CC1 | / | 6% |
| Cc1ccccc1-n1ncc2c1CC(C)(C)CC2NC(=O)CCN1CCCCC1=O (stereo not given) | -9 | -17% |
| COc1ccc(-n2c(N)c(C(=O)NCC3CCCO3)c3nc4ccccc4nc32)c(OC)c1 (stereo not given) | -22 | 15% |
| O=C(COC(=O)C1CCN(C(=O)c2ccc(Cl)cc2)CC1)Nc1ccccc1F | 0 | 5% |
| Cc1ccc(C(=O)Nn2c(O)c(C=C3N=c4ccccc4=N3)sc2=S)cc1 | -3 | 2% |
| COc1cc(OC)c(NC(=O)CN(C)S(=O)(=O)c2ccc3[nH]c(=O)oc3c2)cc1Cl | / | ? |
| CCOC(=O)CC1CCCCN1C(=O)c1ccc2nc(CCOC)oc2c1 (stereo not given) | / | ? |
| CCOC(=O)Cc1csc(NC(=O)C(CC(C)C)NC(=O)C2CCCCC2)n1 (stereo not given) | / | -9% |
| Cc1ccnc(-n2c(CCN3C(=O)c4ccccc4C3=O)nc3ccccc3c2=O)c1 | -16 | i |
| COc1ccc(CNC(=O)CN2C(=O)NC(C)(c3cccc(Br)c3)C2=O)cc1 (stereo not given) | 15 | 12% |
| N#Cc1c(-c2ccccc2Cl)noc1/C=C/Nc1ccc(C(=O)O)cc1 | / | ? |
| CC(C)CNS(=O)(=O)c1ccc(S(=O)(=O)N2CCC3(CC2)OCCO3)cc1 | / | ? |
| CCCCN(Cc1ccco1)C(=O)Cn1ncc2c(=O)oc3ccc(C)cc3c21 | / | ? |
| CN(C)CCCNC(=O)c1ccc(-c2nc(-c3ccc(Cl)cc3)cs2)cc1 | / | ? |
| COc1ccc(OC)c(CNS(=O)(=O)c2cc(-c3cc(C)no3)ccc2OC)c1 | / | ? |
| Cc1c(CN2CCC(CO)(Cc3ccccc3)CC2)c2ccccc2n1C | 12 | 16% |
| N#CCOc1ccc(C2=NO[C@@H]3[C@@H]4C[C@@H]([C@H]5C(=O)N(c6ccc7c(c6)OCO7)C(=O)[C@@H]45)[C@H]23)cc1 | -2 | 10% |
| FC(F)(F)c1ccnc(N2CCN(Cc3cnc(-c4ccccc4)[nH]3)CC2)c1 | 15 | 9% |
| COCc1cc(C)nc2sc(C(=O)NN)c(-n3cccc3)c12 | -12 | -2% |
| C/C(=N\NC(=O)c1cc(C)nc2ccccc12)c1ccc([N+](=O)[O-])cc1 | / | i |
| COc1cccc(-c2coc3cc4oc(=O)c(CC(=O)O)c(C)c4cc23)c1 | / | ? |
| O=C(CSc1nc(O)cc(=O)[nH]1)N1c2ccccc2CCc2ccccc21 | 1 | -9% |
| COc1ccc(-n2ncc(Cl)c(Cl)c2=O)cc1 | / | ? |
| CCc1ccc(OCc2nnc(-c3ccccc3Br)o2)cc1 | 1 | 15% |
| Cc1onc(-c2ccccc2)c1-c1csc(N/N=C/c2ccccc2)n1 | 11 | 3% |
| Cn1cc(-c2cc(C(=O)O)on2)cn1 | -16 | -25% |
| Cc1cc(C)c2nc(-c3cccnc3)cc(C(=O)NC(C)c3cnn(C)c3C)c2c1 (stereo not given) | / | i |
| O=C(Nc1ccccc1)c1ccc[nH]1 | 21 | 13% |
| CC(NC(=O)c1cc2ccccc2o1)c1cccs1 (stereo not given) | / | ? |
| Cc1ccccc1-n1nc(C)c2cc(C(=O)N3CCN(S(=O)(=O)c4ccc(F)cc4)CC3)sc21 | / | ? |
| COc1ccccc1-c1nnc(SCC(=O)Nc2ccc(S(N)(=O)=O)cc2)n1C | / | ? |
| COc1ccc(C2NC(=O)NC(O)(C(F)(F)F)C2C(=O)c2ccc(C)cc2)cc1 (stereo not given) | / | ? |
| O=C(CN1CCCC1)N1c2ccccc2Sc2ccc(Cl)cc21 | / | ? |
| O=S(=O)(NCC1CCC(NS(=O)(=O)c2c(F)cccc2F)CC1)c1ccc2c(c1)OCCO2 (stereo not given) | 20 | 22% |
| O=C(Nc1ccc(Br)cc1)c1ccc(N2C(=O)C3CCCCC3C2=O)cc1 (stereo not given) | 6 | i |
| CCC(CC)c1nnc(NC(=O)c2c(-c3ccccc3)noc2C)s1 | 13 | 5%[9.22 µM] |
| COc1cccc(-n2c(COc3ccc(C)cc3)nnc2SCC(N)=O)c1 | 7 | 3% |
| CCn1c(CNC(=O)c2ccco2)nnc1SCCOc1ccccc1 | / | ? |
| Cc1ccc(NC(=O)N/C=C/c2ccco2)c(C)c1 | / | i |
| CN(C)c1nc(N2CCN(c3ccccc3)CC2)c(C#N)c(=O)o1 | / | ? |
| Cc1cccc(Cn2c(=O)n(-c3ccc(CC(=O)NCc4ccco4)cc3)c(=O)c3sccc32)c1 | / | ? |
| Cc1cc(NS(=O)(=O)c2ccc(NC(=O)Nc3cccc(C(F)(F)F)c3)cc2)no1 | / | ? |
| Cc1ccccc1N=Nc1c(N)n[nH]c1N | / | ? |
| CN=C(Nc1cccc(OC)c1)SC1CC(=O)N(c2ccc(C(=O)O)cc2)C1=O (stereo not given) | / | ? |
| CCn1cc(CN2CCN(CCc3ccccc3)C(CCO)C2)c(C)n1 (stereo not given) | 12 | -3% |

Retrieved one by one from the entries so far (two):
| SMILES | S3 lipid droplet cell count max | S3 lipid droplet |
| --- | --- | --- |
| Cc1cccc(Cn2c(=O)n(-c3ccc(CC(=O)NCc4ccco4)cc3)c(=O)c3sccc32)c1 | / | ? |
| CN(C)c1nc(N2CCN(c3ccccc3)CC2)c(C#N)c(=O)o1 | / | ? |

The listing continues:
| SMILES | S3 lipid droplet cell count max | S3 lipid droplet |
| --- | --- | --- |
| O=C(NCCc1csc(-c2cccnc2)n1)c1cccc(Cl)c1 | -3 | -10% |
| Cc1ccc(NC(=O)C(c2ccccc2)N2CCN(CC(=O)N3CCOCC3)CC2)cc1Cl (stereo not given) | 29 | i |
| COc1ccc(N(CC(=O)Nc2cccc(N(C)S(C)(=O)=O)c2)S(C)(=O)=O)cc1OC | / | ? |
| Cc1ccc(-c2nnc(-c3cccs3)o2)cc1 | -13 | -6% |
| Cn1nc(SCC(=O)O)sc1=S | -9 | -13% |
| Oc1cccc(Nc2nc(-c3ccccc3)nc3ccccc23)c1 | / | i |
| O=C(NNS(=O)(=O)c1ccc(Cl)cc1Cl)c1cc2ncc(C(F)(F)F)cc2s1 | -3 | -18% |
| C=CCNC(=S)NC(=O)c1ccc(C)c(Br)c1 | 0 | 10% |
| CC(NC(=O)CCC(=O)N1CCN(S(=O)(=O)c2ccc(Cl)cc2)CC1)c1ccccc1 (stereo not given) | / | ? |
| CC(C)Oc1ccc(Cc2n[nH]c(=S)n2Cc2ccccc2)cc1Cl | / | ? |
| O=C(C1CCC(=O)N(C2CC2)C1)N1CCC(Oc2ccccc2F)CC1 (stereo not given) | / | ? |
| Cc1cc(C)cc(C(=O)NCC(=O)OCC(=O)N(C)C2CCS(=O)(=O)C2)c1 (stereo not given) | / | ? |
| Clc1ccc(-c2noc3c2-c2nc(Cc4cccc5ccccc45)sc2CC3)cc1 | / | ? |

4 entries from above in a different format.
COc1ccc(N(CC(=O)Nc2cccc(N(C)S(C)(=O)=O)c2)S(C)(=O)=O)cc1OC
  S3 lipid droplet cell count max: /
  S3 lipid droplet: ?

Cc1ccc(-c2nnc(-c3cccs3)o2)cc1
  S3 lipid droplet cell count max: -13
  S3 lipid droplet: -6%

Cn1nc(SCC(=O)O)sc1=S
  S3 lipid droplet cell count max: -9
  S3 lipid droplet: -13%

Oc1cccc(Nc2nc(-c3ccccc3)nc3ccccc23)c1
  S3 lipid droplet cell count max: /
  S3 lipid droplet: i
